# RAD52 inh = RAD52 (human) annealing inhibition; P43351; recombinant RAD52 DNA annealing, FRET fluorescence; inhibition, % at 18.7 µM; actives 0.46% (n = 360,000);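 active = every replicate showing at least 50% inhibition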
# RAD54 inh = inhibitors of human RAD54 branch migration | actives 0.14% (n = 360,000) | inhibition, % at 10.4 µM | RAD54 Holliday junction branch migration, FAM/BHQ fluorescence | Q92698;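 active = mean normalized replicate activity at least 40 and at least half of replicates scoring 40 or more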;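 note: 0% = median of neutral control wells and 100% = median of positive control wells; inhibitors cause a drop in the FAM fluorescence signal; in these data hits start at about 50%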
# Target sequence (Q92698 whole entry, looked up): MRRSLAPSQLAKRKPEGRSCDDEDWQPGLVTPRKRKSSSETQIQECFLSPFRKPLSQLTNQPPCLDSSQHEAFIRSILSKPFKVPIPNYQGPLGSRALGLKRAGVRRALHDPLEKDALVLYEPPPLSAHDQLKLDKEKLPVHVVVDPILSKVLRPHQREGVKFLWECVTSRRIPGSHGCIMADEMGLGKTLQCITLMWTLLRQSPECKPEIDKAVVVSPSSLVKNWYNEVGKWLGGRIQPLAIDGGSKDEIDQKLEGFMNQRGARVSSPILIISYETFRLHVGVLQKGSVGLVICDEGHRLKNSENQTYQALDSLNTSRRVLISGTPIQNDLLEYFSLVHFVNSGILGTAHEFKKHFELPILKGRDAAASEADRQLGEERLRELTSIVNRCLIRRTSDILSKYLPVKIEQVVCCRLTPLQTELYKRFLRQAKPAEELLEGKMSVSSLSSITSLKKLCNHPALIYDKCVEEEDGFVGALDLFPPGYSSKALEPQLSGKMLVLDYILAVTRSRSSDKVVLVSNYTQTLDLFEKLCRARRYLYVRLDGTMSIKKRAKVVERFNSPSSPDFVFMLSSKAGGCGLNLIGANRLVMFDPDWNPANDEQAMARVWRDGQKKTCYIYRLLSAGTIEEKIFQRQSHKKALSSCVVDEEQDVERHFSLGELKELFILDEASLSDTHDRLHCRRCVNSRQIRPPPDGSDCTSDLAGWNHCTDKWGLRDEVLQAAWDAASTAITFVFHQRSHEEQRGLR
# miR122 inh = blocks miR-122 activity in Huh7 sensor cells; AID 602342; actives 0.3% (n = 340,000); activation (reporter increase), % at 12.5 µM; Huh7 miR-122 Renilla luciferase sensor, 48 h; neutral wells = 0, positive control = 100;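 active = mean replicate activation score at least 90 and every replicate individually at or above 90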;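 note: higher luciferase means less miR-122 activity so hits act as miR-122 inhibitors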
# PglD inh = PglD (C. jejuni) enzyme inhibition; inhibition, % at 12.5 µM; actives 0.098% (n = 360,000); purified PglD enzyme, DTNB colorimetric CoA detection; in the data active = inhibition above about 16%, passing the limit was not always enough; note: strong numbers were not always called active
# Cneo AK release = Cryptococcus neoformans lysis via adenylate kinase release; lysis activity, % at 15 µM; C. neoformans lysis, adenylate kinase release luminescence, 4 h; normalised: neutral wells 0, clomiphene wells 100; actives 0.2% (n = 360,000); AID 651654;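 active = mean lysis activity across replicates of at least 80%, whatever share of replicates individually reach that level; inactive = mean lysis activity below 80%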
#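 Material – log-phase Cryptococcus neoformans yeast cells · Input – 5 × 10^6 yeast cells/mL · Medium – fresh YPD growth medium · Doses – single compound concentration per well · Timing – static 4 h at 37 °C with compound, 1 h detection · Detection – adenylate kinase release luminescence · Read-out – signal increase indicating cell lysis · Control set – Clomiphene as positive lysis control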
# E-selectin induc = E-selectin induction on HUVECs; P16581; HUVEC E-selectin immunofluorescence imaging; normalized: neutral wells 0, TNF-alpha wells 100; activation, % at 7.58 µM; actives 0.37% (n = 260,000);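 active = mean E-selectin-positive cell signal at least 10% of the positive control, reached in at least 60% of replicates, without over 20% cell loss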;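 note: in these data hits start at about 27%; measured in HUVEC primary endothelial cells; signal is the percent of cells scored E-selectin positive by PE staining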
#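 Read-out basis: % PE-positive cells; Test system: HUVEC primary endothelial cells; Technique: immunofluorescence imaging; Dosing: single-point compound dose.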
# PGC1a acetyl inh = modulators of PGC1a acetylation; inhibition, % at 15.6 µM; U2OS PGC1a acetylation, AlphaScreen anti-acetyl-lysine; with virally co-expressed GCN5 acetyltransferase; actives 0.17% (n = 350,000); AID 651687;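 active = every replicate shows inhibition of at least 40%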;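 note: 0% = neutral control wells and 100% = positive control wells; some results beyond the cut were filed as inactive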
# ERAP1 inh = inhibitors of human ERAP1 aminopeptidase. Q9NZ08. recombinant ERAP1, Leu-AMC fluorescence, 60 min. inhibition, % at 10.7 µM. actives 0.15% (n = 340,000). AID 652197;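 active = mean replicate inhibition of at least 30%, or all replicates individually reaching that 30% level; inactive = mean below 30% and not every replicate reaching it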;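 note: 0% = neutral control wells and 100% = L-leucinethiol positive control wells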
# Numbers without * were called inactive; . = no result given; & = joins results of further samples; [ ] = dose if it differs, or a comment.
SMILES,RAD52 inh,RAD54 inh,miR122 inh,PglD inh,Cneo AK release,E-selectin induc,PGC1a acetyl inh,ERAP1 inh
NC(=O)NCCN1CCN(c2ncc(C(F)(F)F)cc2Cl)CC1,-14,.,0,.,.,2.9,-9,-3
CC(c1cccs1)N(Cc1ccco1)C(=S)Nc1ccccc1Cl (stereo not given),-21,-3,1,-2,0,0.0,-5,.
CC(=O)Nc1ccc(Oc2cc(NC(C)=O)cc([N+](=O)[O-])c2)cc1,-3,2,-2,5,2,2.6,8,-2
CCc1nnc(NC(=O)CSc2nnc(-c3ccc(O)cc3)n2C)s1,-7,.,.,.,.,-0.1,-3,2
CCOC(=O)N/N=C(/C)c1cccc(-n2cnnn2)c1,-13,1,3,-1,-27,.,20,-3
Cc1cccc(N(CC(=O)Nc2ccccc2F)S(C)(=O)=O)c1,.,5,-4,6,2,0.1,5,.
CS(=O)(=O)N1CCN(c2ccccc2NC(=O)c2ccco2)CC1,17,-3,.,-2,-1,.,-4,-3
NC(=O)C1(N2CCCCC2)CCN(CC(=O)Nc2ccc(Oc3ccccc3)cc2)CC1,.,-6,-8,4,1,.,-4,.
CC(C)CC#Cc1ccc2c(c1)O[C@H](CN(C)C(=O)C1CCOCC1)[C@H](C)CN([C@H](C)CO)S2(=O)=O,20,-4,-16[16.7 µM],-3,53,-0.4,-3,2
COC(=O)c1ccc(CNS(=O)(=O)c2ccc3ccccc3c2)cc1,-9,-10,.,-7,3,0.0,.,2
CC(=O)c1c(N2CCOCC2)nc(=S)n(-c2ccccc2)c1C,.,4,2,0,-5,.,5,.
CCN1C(=O)[C@H]2[C@@H](c3ccc(-c4ccccc4)cc3)N[C@@](CC(C)C)(C(=O)OC)[C@H]2C1=O,-8,0,-3,2,0,-0.2,-4,.
CCN(CC)S(=O)(=O)c1ccc2[nH]c(=O)cc(C(=O)Nc3ccccc3N3CCCC3)c2c1,-12,1,-4,3,0,0.1,.,-2
CCc1nc2ccc(C(=O)NCCCN(C)C)cn2c1N(C)Cc1ccc(OC)cc1,-6,17,-6,8,1,-0.1,.,-4
O=C(Nc1ccccc1)N[C@@H]1CC[C@H](CCNS(=O)(=O)c2ccccc2F)O[C@@H]1CO,13,-3,.,5,-4,-2.0,-3,-3
CN1C(=O)C(O)(c2sc(N)nc2-c2ccccc2)c2ccccc21 (stereo not given),-10,3,5,0,-2,.,5,-2
Nc1nnc2cc(Cl)ccc2n1,-6,8,-6,-5,-2,1.6,-15,-3
Cc1cc(CSc2ccc(Cl)cc2)ccc1N,-28,1,.,-1,-3,2.9,-2,-2
COc1cccc(C(C)(O)c2nc(-c3ccc4c(c3)OCO4)cs2)c1 (stereo not given),-7,1,0,-1,-3,0.0,-15,0
CC(=O)c1ccc(N2CCN(S(=O)(=O)c3ccc4c(c3)C(Cl)(Cl)C(=O)N4)CC2)cc1,12,1,1,-4,-1,2.8,.,.
CCOC(=O)C1=CN(Cc2cccc(F)c2)S(=O)(=O)NC1CCc1ccccc1 (stereo not given),5,-4,.,4,3,0.2,.,1
Cn1c(C(=O)N2CCCC(C(=O)NCc3ccc4c(c3)OCO4)C2)cc2sccc21 (stereo not given),-10,7,-1,0,-1,0.0,-25,-4
COc1cc([N+](=O)[O-])ccc1NC(=O)Oc1ccc(NC(C)=O)cc1,-7,-2,.,-1,0,-0.1,.,0
Cc1ccc(N2C(=O)NC(NC(=O)C(C)(C)C)(C(F)(F)F)C2=O)cc1 (stereo not given),.,3,.,-3,8,-0.1,.,.
O=C(CSc1ccc(-c2cccc([N+](=O)[O-])c2)nn1)N1CCCCCC1,1,8,-7,0,-1,0.1,-4,-1
COc1ccc(C2Nc3ccccc3C(=O)N2Cc2ccccc2)cc1Cn1nnc2ccccc21 (stereo not given),11,6,9,-1,-3,.,2,-1
CC1=NN(c2nc(-c3ccc(C)cc3)cs2)C(=O)C1N=Nc1cccc(O)c1 (stereo not given),-21,-5,3,-3,5,.,22,2
C[C@H]1CN([C@@H](C)CO)C(=O)CCCn2cc(nn2)CO[C@@H]1CN(C)C(=O)c1ccc2ccn(C)c2c1,6&-61,2,-5[16.7 µM],-1,-3,0.0&4.6,-5,0
O=C(COC(=O)c1cc(S(=O)(=O)N2CCOCC2)ccc1O)NCCc1ccccc1,.,-17,5,7,-1,.,-5,.
CN1CCN(c2ccccc2NC(=O)c2ccc(-c3ccccc3)cc2)CC1,.,3,9,-3,1,.,-8,.

# By substructure, the entries above with a furan ring, fused or not.
SMILES,RAD52 inh,RAD54 inh,miR122 inh,PglD inh,Cneo AK release,E-selectin induc,PGC1a acetyl inh,ERAP1 inh
CC(c1cccs1)N(Cc1ccco1)C(=S)Nc1ccccc1Cl (stereo not given),-21,-3,1,-2,0,0.0,-5,.
CS(=O)(=O)N1CCN(c2ccccc2NC(=O)c2ccco2)CC1,17,-3,.,-2,-1,.,-4,-3

# New compounds follow.
SMILES,RAD52 inh,RAD54 inh,miR122 inh,PglD inh,Cneo AK release,E-selectin induc,PGC1a acetyl inh,ERAP1 inh
Cc1noc(C)c1NC(=O)N(C)C[C@@H]1Oc2ccc(NC(=O)Nc3ccc4c(c3)OCO4)cc2CC(=O)N([C@@H](C)CO)C[C@H]1C,3,-5,-5[16.7 µM],2,-1,0.0,-2,-1
CCn1c(COC(=O)CNC(=O)c2ccccc2)nc2cc(S(=O)(=O)N(C)C)ccc21,-15,7,2,3,2,0.3,-2,0
O=S1OCCN1c1ccccc1 (stereo not given),-5,-6,-3,-6,-1,-0.1,0,-4
CCCOc1ccccc1NS(=O)(=O)c1ccc2[nH]c(=O)[nH]c2c1,-3,-13,-6,0,2,0.4,8,-4
CCOc1ccc(Cl)cc1S(=O)(=O)N1CCC(C(=O)NCc2cccnc2)CC1,3,-9,3,2,-1,.,.,-6
Cc1cc(C)cc(NC(=O)CCC(=O)Nc2nnc(C(F)(F)F)s2)c1,-12,0,-1,-5,2,.,-7,.
C[C@@H]1CN([C@H](C)CO)C(=O)Cc2cc(NS(=O)(=O)c3cccs3)ccc2O[C@@H]1CN(C)Cc1ccncc1,.,2,37[16.7 µM],5,-3,.,2,.
CN(C)CCN(Cc1ccccc1)C(=O)[C@H](Cc1ccccc1)N1C(=O)c2ccccc2C1=O,1,13,.,5,-9,0.1,.,1
Cc1ccccc1-c1cnc2c(c1)C(=O)N([C@@H](C)CO)C[C@@H](C)[C@@H](CN(C)Cc1ccncc1)O2,8,5,0[16.7 µM],4,0,-3.6,-6,5
CCN1C(=O)CC(SC2CC(=O)N(CC)C2=O)C1=O (stereo not given),-6,.,-6,.,.,-0.2,-1,-1
FC(F)(F)c1cc(-c2ccco2)nc(-n2nnc3ccccc32)n1,.,1,3,2,2,.,7,.
C/C=C/c1ccc([C@H]2[C@@H](CO)N[C@@H]2CN(CC(C)C)C(=O)c2ccccn2)cc1,.,-1,-75[16.7 µM],-1,1,-0.1,-18,.
CC(C)CN1C(=O)c2ccc(C(=O)Nc3ccc(O)cc3C(=O)O)cc2C1=O,-15,-9,0,1,-8,0.0,-2,4
CC(=O)N1c2ccc(S(=O)(=O)N3CCC(C(=O)N4CCN(c5ccccc5F)CC4)CC3)cc2CC1C (stereo not given),-2,-3,2,4,6,.,-12,1
CC=Cc1ccc2n(c1=O)C[C@H]1[C@H](CO)[C@@H](C(=O)NCC3CC3)[C@@H]2N1C(=O)Nc1cc(F)ccc1F (mixture of isomers),-5,0,0[16.7 µM],3,1,-0.3,.,0

# Complete entries as entered above. Screens in order: RAD52 inh | RAD54 inh | miR122 inh | PglD inh | Cneo AK release | E-selectin induc | PGC1a acetyl inh | ERAP1 inh
# Cc1cccc(N(CC(=O)Nc2ccccc2F)S(C)(=O)=O)c1 across the screens: . | 5 | -4 | 6 | 2 | 0.1 | 5 | .
# CC(=O)c1c(N2CCOCC2)nc(=S)n(-c2ccccc2)c1C across the screens: . | 4 | 2 | 0 | -5 | . | 5 | .
# CCCOc1ccccc1NS(=O)(=O)c1ccc2[nH]c(=O)[nH]c2c1 across the screens: -3 | -13 | -6 | 0 | 2 | 0.4 | 8 | -4

# More results
SMILES,RAD52 inh,RAD54 inh,miR122 inh,PglD inh,Cneo AK release,E-selectin induc,PGC1a acetyl inh,ERAP1 inh
Cc1ccc(S(=O)(=O)CCC(=O)OCC(=O)c2ccc(C)c(C)c2)cc1,-23,-7,13,1,3,-0.8,.,-1
COc1ccc(/C=C2\SC(=S)N(CCCC(=O)N3CCOCC3)C2=O)cc1,-33,1,10,-13,0,-0.5,.,2
COc1ccc(N=C2NN=C(c3ccc4c(c3)OCCO4)CS2)cc1,.,-16,1,0,38,.,-13,.
Cc1ccc(S(=O)(=O)NCCC(=O)Nc2cccc(S(N)(=O)=O)c2)cc1C,-10,0,13,-1,0,.,-9,-1
COc1ccc(C(=O)NNC(=O)C2CCN(S(=O)(=O)c3ccc(C)cc3)CC2)cc1,-10,6,-5,-9,1,.,.,-3
COc1cccc(/C=C/C(=O)NNC(=O)c2cc(C)oc2C)c1,6,-11,.,-6,-1,.,.,-2
Cc1noc(C)c1C(=O)N1CCN(Cc2ccc3c(c2)OCO3)CC1,-4,4,-2,-4,1,.,-6,-1
COc1cccc(-c2ccc3n(c2=O)C[C@H]2[C@H](CO)[C@@H](C(=O)NC4CCCC4)[C@@H]3N2C)c1,2,1,4[16.7 µM],-2,-3,0.0,11,-3
COc1ccc(C2c3c(oc4ccccc4c3=O)C(=O)N2c2ccccn2)cc1OC (stereo not given),-37,-2,8,2,1,0.1,.,-2
CC1Nc2nc(NC(=O)C(C)(C)C)[nH]c(=O)c2N(C)C1C (stereo not given),-22,-6,-1,0,2,.,.,0
C[C@H](CO)N1C[C@H](C)[C@@H](CN(C)C(=O)Nc2ccccc2)Oc2c(NC(=O)Nc3cccc4ccccc34)cccc2C1=O,13,1,67[16.7 µM],12,45,0.1,5,-5
CCN(c1ccccc1)S(=O)(=O)c1ccc(OC)c(NC(=O)CNCC(C)O)c1 (stereo not given),.,-8,4,-5,.,.,-4,.
Cc1ccc(S(=O)(=O)N(C)C[C@@H]2Oc3cc(Br)ccc3S(=O)(=O)N([C@H](C)CO)C[C@H]2C)cc1,4,3,-2[16.7 µM],6,44,-0.1,-43,-1
COc1cccc(Nc2nc3ccc(C(=O)c4ccccc4)cc3n3cnnc23)c1,-60,-2,-1,6,0,1.3,-1,3
COc1ccc(C(=O)NC2CCN(CC(=O)NCc3ccccc3F)CC2)cc1,-8,-1,-14,-5,2,.,-1,0
COc1ccccc1C(=O)N1C[C@H]2[C@@H](c3ccccc31)[C@@H](CO)N2C(=O)Cc1cccnc1,-2,-10,-21[16.7 µM],3,2,-0.2,1,-3
Cc1csc(SCC(=O)Nc2nncs2)n1,-13,5,-11,0,1,-0.1,-3,1
CN(C)C(=O)c1ccc(-c2ccc3c(c2)[C@@H]2[C@@H](CCN2C(=O)C2CC2)[C@H](CO)N3C)cc1,5,1,8[16.7 µM],2,-2,0.1,4,0
COCC(=O)NC[C@@H]1[C@H](c2ccccc2)[C@H](CO)N1C(C)=O,-7,1,-14[16.7 µM],-1,1,-0.1,7,2
CC(C)n1ncc2c(C(=O)N3CCN(c4ccc(F)cc4)CC3)cc(-c3ccccc3)nc21,-5,-2,-4,-4,0,0.0,.,2
CN(Cc1ccccc1)S(=O)(=O)c1ccc(OCC(=O)NCc2ccccn2)cc1,-3,.,-4,.,.,-0.1,.,0
O=C(NC1CCCCC1)C(c1cccnc1)N(C(=O)c1ccc(Cl)nc1)C1CCCCC1 (stereo not given),-5,-7,7,6,6,3.0,-4,-3
O=C(CCN1C(=O)C2CC=C(Cl)CC2C1=O)Nc1ccccc1O (stereo not given),.,-2,-2,-4,3,.,-3,.
O=c1[nH]n2c(=O)c3c([nH]c2c1N=Nc1cccc(Cl)c1)CCC3,.,1,-11,1,-1,-0.6,0,.
